# LmPK inh = qHTS Assay for Inhibitors of Leishmania Mexicana Pyruvate Kinase (LmPK); Q27686; Potency, µM (doses to about 57.5 µM), inactives show at the top dose activity change, negative = inhibition, actives largely listed as inhibitors; AID 1721, 2009; hit rate 0.37% among 290,000; purified LmPK, Kinase-Glo ATP luminescence, 1 h; further: potency means the concentration at half of the fitted maximal effect; on the % scale 0 is the no-effect control and ±100 the full control effect
# Target sequence (Q27686 whole entry, looked up): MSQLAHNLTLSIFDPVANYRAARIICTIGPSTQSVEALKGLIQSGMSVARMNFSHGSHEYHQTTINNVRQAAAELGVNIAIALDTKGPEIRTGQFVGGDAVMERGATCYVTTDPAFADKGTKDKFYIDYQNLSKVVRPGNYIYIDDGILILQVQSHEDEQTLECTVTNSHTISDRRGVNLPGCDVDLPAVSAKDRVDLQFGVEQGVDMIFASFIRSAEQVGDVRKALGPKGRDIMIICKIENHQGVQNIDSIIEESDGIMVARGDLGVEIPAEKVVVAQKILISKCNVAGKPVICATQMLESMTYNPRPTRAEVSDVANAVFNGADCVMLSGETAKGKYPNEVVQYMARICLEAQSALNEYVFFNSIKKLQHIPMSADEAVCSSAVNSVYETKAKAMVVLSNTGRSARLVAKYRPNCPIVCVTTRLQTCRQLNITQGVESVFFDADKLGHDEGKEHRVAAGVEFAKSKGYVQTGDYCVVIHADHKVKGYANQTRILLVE
#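 In 50 mM imidazole pH 7.2 with 7 mM MgCl2, LmPK (0.1 nM) turned over PEP (0.5 mM) and ADP (0.1 mM) for 1 h at room temperature. Luciferase read-out of ATP.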
# Pf growth 48h = Primary qHTS for delayed death inhibitors of the malarial parasite plastid, 48 hour incubation. P. falciparum luciferase growth in erythrocytes, 48 h. Potency, µM (series often up to 28.7 µM), without a hit: top-dose activity change, negative = inhibition, most hits filed as inhibitors. hit rate 5.9% among 310,000. AID 504832, 2011; further: potency means the concentration at half of the fitted maximal effect; on the % scale 0 is the no-effect control and ±100 the full control effect
#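 Here the parasites carry a stable luciferase gene and grow inside erythrocytes in Albumax-based RPMI medium with compound for one erythrocytic cycle. Activity is scored as loss of luminescent signal.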
# TbPYK inhibitor = qHTS of Trypanosoma Brucei Inhibitors; TbPYK enzyme, Kinase-Glo Plus ATP luminescence, 45 min; pyruvate kinase (Trypanosoma brucei), Q57TT1; Potency, µM (titrated, usually from 76.8 µM), inactives show at the top dose activity, negative = inhibition, most hits filed as inhibitors; AID 624173, 2012; hit rate 0.12% among 410,000; further: potency means the concentration at half of the fitted maximal effect; on the % scale 0 is the no-effect control and ±100 the full control effect; nearly all actives have a fitted effect of over 50% in size
#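 Quantitative HTS: titrated library compounds versus trypanosomal pyruvate kinase in TEA buffer (pH 7.2) containing KCl, MgCl2, BSA and Tween-20. Reactions were initiated with ADP, 130 uM final. Kinase-Glo Plus luminescence was read after 45 min at RT.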
# CHX counter = Cycloheximide Counterscreen for Small Molecule Inhibitors of Shiga Toxin; cell reporter, cycloheximide protein synthesis inhibition counterscreen; max response, %; hit rate 12% among 300,000; in the data active means max response mostly above about 13%, no sharp cut-off; inactive means mostly below about 14%; further: read at 38.3 µM for the half of the compounds with a filed dose; 0% is about no effect
# Shiga inhibitor = A qHTS for Small Molecule Inhibitors of Shiga Toxin | hit rate 9.2% among 290,000 | Vero cells, Shiga toxin protein synthesis inhibition reporter | AID 2315, 2010 | inhibition, % at 38.7 µM; in the data active means inhibition mostly above about 28%, no sharp cut-off; inactive means mostly below about 43%; further: 0% is about no effect
# Pf growth 96h = Primary qHTS for delayed death inhibitors of the malarial parasite plastid, 96 hour incubation | P. falciparum luciferase reporter growth, 96 h | hit rate 6.9% among 320,000 | Potency, µM (highest dose often 28.7 µM), inactives show at the highest dose activity change, negative = inhibition, actives largely listed as inhibitors | AID 504834, 2011; further: potency means the concentration at half of the fitted maximal effect; on the % scale 0 is the no-effect control and ±100 the full control effect
#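 P. falciparum expressing integrated firefly luciferase, in erythrocytes at 2% hematocrit, 0.05% parasitemia, incubated with compounds 96 h at 37 C, 5% CO2. Growth inhibition read as loss of luminescence; two-generation exposure targets delayed-death apicoplast inhibitors.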
# AMA1-RON2 inh = qHTS for Inhibitors of AMA1-RON; Towards Development of Antimalarial Drug Lead: Primary Screen; AlphaScreen AMA1-biotinylated RON2 peptide binding; Potency, µM (highest dose often 58.2 µM), for the others: at the highest dose activity change, negative = inhibition, most hits filed as inhibitors; hit rate 0.2% among 360,000;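 further: potency means the concentration at half of the fitted maximal effect; 0% = vehicle wells and -100% = peptide control; nearly all actives have a fitted effect of over 45% in size; some results filed as inactive show a strong effect at the top dose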
#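 AMA1 (3D7) with his tag at 25 nM final met compounds first, then biotinylated RON2 peptide at 25 nM; detection used donor plus acceptor beads, 10 µg/mL apiece, read by AlphaScreen after 30 min at room temperature.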
# * = called active by the depositor; i = inactive; ? = inconclusive; nt = no result given; & = joins results of further samples; [ ] = another dose, or the depositor's remark. Unless noted, the call rests on the fitted dose curve; in most records, active means well fitted curve in the direction sought with a large enough effect; inconclusive means small, poorly fitted or top-dose-only effect, or another doubt; inactive means no such curve, though single readings can be large; an effect the other way counts as inactive or inconclusive.
no.	canonical_smiles	TbPYK inhibitor	Shiga inhibitor	Pf growth 48h	AMA1-RON2 inh	CHX counter	Pf growth 96h	LmPK inh
1	CC1(C)CC2(CCO1)OC(=O)CC2C(=O)Nc1cccc2ccccc12 (centres undefined)	-4.8%	0.9	nt	-11.4%	11.3	201.2%[activator]	4.2%
2	CC(C)c1nc2ccc(Br)cn2c1NC1CCCC1	-1.4%	-15.8	?	1.4%	-1.5	-9.4%	0.0%
3	O=C(Nc1ccccc1)c1ccc(S(=O)(=O)NCc2cccnc2)cc1	-0.8%	-5.2	-12.6%	-8.3%	-3.2	16.1%	0.7%
4	Cn1c(SCc2ccccc2C#N)nc2ccccc2c1=O	-2.3%	-2.9	0.0%	0.9%	-1.2	0.0%	2.0%
5	O=C1CCCN2N=C(SCC(=O)N3CCCCC3)SC2=N1	-0.4%	-1.8	?	3.5%	-2.8	-19.1%	1.7%
6	COc1cc(/C=C2\SC(=S)N(NC(=O)c3ccccc3OC)C2=O)ccc1O	-9.6%	25.7	-3.0%	?	17.2*	24.5%	-12.5%
7	COc1ccc(CCNC(=O)c2ccc(CS(=O)(=O)Cc3cccc(C)c3)o2)cc1OC	-0.6%	18.1	-17.8%	-1.0%	-8.0	?	-15.8%
8	Cc1ccc(C)c(OCCCC(=O)Nc2ccccc2C(N)=O)c1	-8.2%	11.1	?	12.5%	9.9	38.7%[activator]	3.8%
9	C/C=C(/C)C(=O)O[C@@H]1c2c(ccc3ccc(=O)oc23)O[C@@H]1C(C)(C)OC(C)=O	0.0%	-13.4	-33.9%	3.7%	-2.6	5.86µM*	3.1%
10	Cc1cc(SCC(=O)N(C)C2CCS(=O)(=O)C2)nc2c(C)cccc12 (centres undefined)	-1.9%	-5.0	-3.7%	-11.7%	-1.3	18.0%	1.3%
11	CC(=O)Nc1ccc(NC(=S)NC(=O)c2cc3ccccc3o2)cc1	-4.8%	19.5	4.2%	10.3%	-2.8	30.7%[activator]	2.1%
12	O=C(Nc1ccc(Oc2cccc(C(F)(F)F)c2)nc1)c1ccccc1	-2.1%	-1.8	10.4µM*	-15.0%	-2.8	14.7µM*	-2.8%
13	CCOc1ccc(N(C)S(=O)(=O)c2cc(-c3cc(C)no3)ccc2OC)cc1	3.2%&-2.1%	7.6	?	-5.4%	1.7	48.0%[activator]	2.9%
14	O=[N+]([O-])c1cccc(CN2C[C@@]34C=C[C@@H](C[C@@H]3S2(=O)=O)O4)c1	-3.5%	-4.1	39.5%[activator]	-2.3%	-0.4	-14.7%	5.2%
15	O=C(c1cc(-c2cccc(Cl)c2)nc2ccccc12)N1CCN(c2ccccn2)CC1	-1.2%	-5.4	?	-20.1%	7.2	52.8%[activator]	-2.8%
16	C/C(CC(=O)Nc1ccccc1Br)=N\NC(=O)C(=O)N1CCCC1	1.8%	-4.4	9.0%	78.7%[activator]	7.5	10.4µM*	-1.9%
17	Cc1nc2ccc(S(=O)(=O)NCC(=O)N3CCC(C)CC3)cc2s1	2.5%	2.6	-8.2%	35.4%[activator]	-1.7	55.1%[activator]	-5.1%
18	O=C(Nc1nc2c(s1)CCc1ccccc1-2)c1ccco1	-5.8%	81.2*	?	-6.7%	49.9*	?	4.2%
19	COC(=O)C1=C(C)N(Cc2ccccc2)C(=O)/C1=C\c1ccco1	-7.9%	20.9	-23.5%	-20.9%	8.5	-6.6%	-5.5%
20	Cc1nn(CC(=O)N2CCCC2)c(=O)c2cc3cc(F)ccc3n12	0.2%	-4.4	-2.2%	12.6%	1.2	58.4%[activator]	-0.3%

# Entries of single compounds, quoted from the list. Screens in order: TbPYK inhibitor, Shiga inhibitor, Pf growth 48h, AMA1-RON2 inh, CHX counter, Pf growth 96h, LmPK inh
# Profile of CC(=O)Nc1ccc(NC(=S)NC(=O)c2cc3ccccc3o2)cc1 → -4.8%, 19.5, 4.2%, 10.3%, -2.8, 30.7%[activator], 2.1%
# Profile of Cc1nc2ccc(S(=O)(=O)NCC(=O)N3CCC(C)CC3)cc2s1 → 2.5%, 2.6, -8.2%, 35.4%[activator], -1.7, 55.1%[activator], -5.1%
# Profile of CC1(C)CC2(CCO1)OC(=O)CC2C(=O)Nc1cccc2ccccc12 (centres undefined) → -4.8%, 0.9, nt, -11.4%, 11.3, 201.2%[activator], 4.2%

# Continued:
no.	canonical_smiles	TbPYK inhibitor	Shiga inhibitor	Pf growth 48h	AMA1-RON2 inh	CHX counter	Pf growth 96h	LmPK inh
21	CCN(CC(=O)Nc1ccc(NC(C)=O)cc1)C(=O)/C=C/c1cn(-c2ccccc2)nc1-c1ccc(C)cc1	-5.5%	-3.8	?	9.8%	-1.5	?	-3.1%
22	O=C(COC(=O)/C=C/c1ccco1)Nc1ccccc1	-5.7%	39.1	-2.3%	-10.0%	13.6	1.2%	-8.4%
23	CS(=O)(=O)N(CC(=O)NCc1ccc2c(c1)OCO2)c1ccccc1	0.0%	13.1	5.5%	0.1%	-2.8	38.1%[activator]	-3.0%
24	Cc1cc(C(=O)CN2C(=O)C(=O)N(C3CCCC3)C2=O)c(C)n1-c1ccc(F)cc1	1.8%	32.4	?	-20.9%	22.0	-22.9%	-10.6%
25	Cc1onc(-c2c(Cl)cccc2Cl)c1C(=O)NC(=S)N1CCOCC1	-12.6%	-13.9	?	63.5%[activator]	-2.3	?	-27.7%
26	CCC(C(=O)OCCN(CC)CC)c1ccccc1 (centres undefined)	-8.4%&2.9%	-4.5	13.3%&1.0%	12.9%	-1.7	3.1%&7.5%	2.0%
27	O=C(N/N=C/c1ccco1)c1cccc(NC(=O)c2cccc(Cl)c2)c1	-1.2%	80.9*	-7.1%	0.5%	41.2*	-19.7%	0.9%
28	OC(COCC1COc2ccccc2O1)CN1CCCCC1 (centres undefined)	-4.4%	-5.9	-6.3%	-13.9%	-1.8	34.0%[activator]	0.9%
29	Cc1cccc(CN2CCN(CC(=O)O)C2=O)c1	0.4%	-13.2	37.2%	-1.1%	5.7	?	-0.5%
30	C=CCNC(=O)C1CCN(S(=O)(=O)c2cccs2)CC1	3.3%	5.7	9.8%	0.0%	-3.8	15.5%	-3.0%
31	Cc1ccc2c(CN(C)Cc3ccc(OC(F)F)cc3)cc(=O)oc2c1C	-1.0%	27.8	?	-0.1%	5.7	?	-0.5%
32	Fc1ccc(CCNCc2ccc(Cl)c(Cl)c2)cc1	2.8%	-12.1	14.3%	0.0%	-1.0	?	2.7%
33	S=c1[nH]nc(-c2ccncc2)n1/N=C/C=C/c1ccccc1	?	-7.9	-8.5%	53.1%[activator]	8.6	?	11.6%
34	Cc1ccc(C2(c3ccc(C)cc3)CC2C(=O)NCc2cccnc2)cc1 (centres undefined)	-1.3%	-12.1	-25.5%	-15.9%	-4.1	1.85µM*	-4.4%
35	O=C(N/N=C1\CCCc2ccccc21)c1ccc([N+](=O)[O-])cc1Cl	3.0%	67.2	?	7.5%	10.3	6.9%	6.1%
36	CC(Sc1nc(N)cc(N)n1)C(=O)Nc1ccc(N2CCOCC2)cc1 (centres undefined)	-2.3%	nt	1.1%	2.9%	nt	10.0%	nt
37	CS(=O)(=O)NCCNc1ccc(Cl)cc1[N+](=O)[O-]	1.5%	6.7	6.9%	-6.1%	11.1	0.0%	0.2%
38	O=c1c(Br)c(N2CCCCC2)cnn1-c1ccccc1	-14.9%	116.3*	198.7%[activator]	4.3%	21.0*	29.6%	-2.2%
39	COc1ccccc1C(=O)C1CCCN(C(=O)c2cccc(Cn3cccn3)c2)C1 (centres undefined)	6.9%	-28.6	?	12.8%	1.3	?	-0.8%
40	COC(=O)C1(C(=O)OC)NOC2C(=O)N(N(C)c3ncc(C(F)(F)F)cc3Cl)C(=O)C21 (centres undefined)	2.5%	23.2	12.0%	101.2%[activator]	-0.3	37.8%[activator]	5.6%
41	COC(CC(=O)NNC(=S)Nc1ccc(Cl)cc1)OC	-19.4%	11.5	37.7%[activator]	-21.2%	-6.6	48.7%[activator]	-11.7%
42	CN(C)c1ccc(C2CC(=O)NC3=C2C(=O)CC(C)(C)C3)cc1 (centres undefined)	-0.9%	-11.7	7.8%	-4.7%	-1.4	nt	-8.1%
43	O=C(c1ccc(N2CCN(CCO)CC2)nc1)N1CCOCC1	-10.3%	13.4	20.7%	10.5%	-2.6	4.6%	-6.6%
44	CCCCN(CCCC)C(=O)c1cc(Cl)ccc1[N+](=O)[O-]	-1.8%	25.0	-19.5%	-3.0%	-3.2	12.3%	4.1%
45	COCCN(CCOC)C(=O)c1ccc(NS(=O)(=O)c2ccc3c(c2)OCCO3)cc1	2.2%	-2.6	4.7%	8.1%	-1.7	-5.7%	-7.8%
46	Cn1c(=O)c([N+](=O)[O-])c(NCc2ccc3c(c2)OCO3)c2ccccc21	-6.0%	20.2	51.1%[activator]	-9.8%	9.5	3.1%	-7.3%
47	NC(=O)CN1C(=O)C(O)(CC(=O)/C=C\c2ccc3c(c2)OCO3)c2ccccc21 (centres undefined)	1.7%	-5.3	?	-3.5%	3.3	?	9.5%
48	N/C(=N\OC(=O)c1ccc(Cl)cc1[N+](=O)[O-])c1ccccn1	-11.4%	117.5*	-29.2%	14.8%	48.5*	-45.2%	-9.9%
49	COc1ccc(CC(=O)Nc2ccc(S(=O)(=O)Nc3cc(OC)nc(OC)n3)cc2)cc1	-4.9%	18.6	23.2%	-10.6%	-6.4	12.9%	2.7%
50	COc1ccc(C(=N/O)/C(=N/O)c2ccc(OC)cc2)cc1	0.6%	-23.7	-3.8%	-1.9%	12.6	-3.3%	-0.9%
51	COc1cccc(CNC(=O)C2CCCN(S(C)(=O)=O)C2)c1 (centres undefined)	0.8%	-13.6	0.4%	2.0%	-2.4	18.4%	1.1%
52	CC1=CC[C@@]23CCCN2C(=O)CCC[C@H]3C1	2.3%	i	nt	0.1%	8.9	nt	nt
53	Cn1c(C=O)c(C#CC(C)(C)O)c2ccccc21	0.1%	nt	-13.7%	6.4%	nt	?	nt
54	COc1cc(-c2n[nH]c(=S)n2Cc2ccccc2)cc(OC)c1OC	?	-7.1	-6.1%	68.3%[activator]	-3.3	-5.2%	-26.1%
55	O=C(c1ccc(N2CCCC2)c([N+](=O)[O-])c1)N1CCN(S(=O)(=O)c2ccccc2)CC1	1.5%	nt	10.4µM*	-13.8%	nt	?	nt
56	COc1cccc(C(c2sc3ncnn3c2O)N2CCc3ccccc3C2)c1 (centres undefined)	?	-4.2	?	37.6%[activator]	-2.2	?	6.4%
57	Cc1ccc(-n2c(O)c(/C=N/N3CCCCCC3)c(=O)[nH]c2=O)cc1C	-2.4%	13.2	-13.2%	3.6%	2.2	-1.0%	-3.5%
58	O=Cc1cc([N+](=O)[O-])ccc1N1CCOCC1	-7.8%	-0.1	4.0%	0.8%	-3.5	6.1%	1.6%
59	O=C(CSc1n[nH]c(-c2ccncc2)n1)Nc1ccccc1Cl	-0.1%	nt	1.9%	1.0%	nt	3.0%	nt
60	Nc1nc(C(=O)N2CCOCC2)nn1S(=O)(=O)c1ccc(Cl)cc1	-17.8%	-10.0	5.9%	-0.2%	0.8	22.7%	-8.3%
